# EPAC2 agonist: activates human EPAC2 exchange factor; 360,000 tested, 0.079% active; Potency, µM (top dose mostly 154 µM), without a hit: top-dose activation, most hits filed as activators; EPAC2 activation, biochemical qHTS; response scale: 100% = 6.5 mM cAMP response; Q8WZA2; also: potency is read from the fitted curve at half-maximal effect; nearly all actives have a fitted effect of over 50% in size
# Target sequence (Q8WZA2 whole entry, looked up): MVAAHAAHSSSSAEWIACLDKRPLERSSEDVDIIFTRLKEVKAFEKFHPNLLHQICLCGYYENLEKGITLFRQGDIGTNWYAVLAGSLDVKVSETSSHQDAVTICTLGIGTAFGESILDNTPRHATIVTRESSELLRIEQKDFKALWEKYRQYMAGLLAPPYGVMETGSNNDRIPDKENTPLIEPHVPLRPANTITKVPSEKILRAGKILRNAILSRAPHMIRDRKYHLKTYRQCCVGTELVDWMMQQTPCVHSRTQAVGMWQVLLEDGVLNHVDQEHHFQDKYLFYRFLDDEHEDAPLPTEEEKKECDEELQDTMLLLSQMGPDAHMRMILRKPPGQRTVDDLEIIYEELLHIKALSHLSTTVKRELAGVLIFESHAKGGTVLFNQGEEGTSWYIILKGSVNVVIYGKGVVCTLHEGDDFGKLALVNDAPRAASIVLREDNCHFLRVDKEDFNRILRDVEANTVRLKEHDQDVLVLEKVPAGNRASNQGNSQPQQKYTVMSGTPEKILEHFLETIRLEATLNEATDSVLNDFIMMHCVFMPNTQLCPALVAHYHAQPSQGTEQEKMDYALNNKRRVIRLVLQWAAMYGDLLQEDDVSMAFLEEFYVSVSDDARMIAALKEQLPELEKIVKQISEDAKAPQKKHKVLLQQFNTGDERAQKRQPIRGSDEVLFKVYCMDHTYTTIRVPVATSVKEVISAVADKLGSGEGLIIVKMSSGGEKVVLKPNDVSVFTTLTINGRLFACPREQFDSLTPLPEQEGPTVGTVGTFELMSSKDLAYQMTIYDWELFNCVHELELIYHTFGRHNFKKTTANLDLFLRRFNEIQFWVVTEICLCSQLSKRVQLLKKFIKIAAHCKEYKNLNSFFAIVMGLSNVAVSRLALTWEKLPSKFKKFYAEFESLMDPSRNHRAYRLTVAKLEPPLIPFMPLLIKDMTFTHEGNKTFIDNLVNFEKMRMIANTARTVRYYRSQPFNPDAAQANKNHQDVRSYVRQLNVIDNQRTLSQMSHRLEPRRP
#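 Exchange assay: 100 nM EPAC2 with 250 nM Rap1B-BODIPY-GDP and 50 uM GDP. Fluorescence (ex 480/em 540 nm) read every 5 min for 30 min at room temperature. Data normalized to 6.5 mM cAMP as agonist control.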
# EPAC1 agonist: activates human EPAC1 exchange factor | O95398 | EPAC1 agonist qHTS, biochemical assay; response scale: 100% = response to 6.5 mM cAMP | Potency, µM (top dose mostly 154 µM), inactives show at the top dose activation, hits mostly activators | 360,000 tested, 0.073% active | AID 720707; also: potency is read from the fitted curve at half-maximal effect; nearly all actives have a fitted effect of over 60% in size
#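 Nucleotide exchange assay: 100 nM EPAC1 with 250 nM Rap1B loaded with BODIPY-GDP and 50 uM GDP, room temperature. Fluorescence (480/540 nm) read every 5 min for 30 min; signal change normalized to 6.5 mM cAMP as full agonist.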
# PI5P4K alpha inh: PI5P4K alpha (human) kinase inhibition; PI5P4Kalpha enzyme, ADP-Glo luminescence, 60 min; stronger effect = lower value; max response, %; 330,000 tested, 1.2% active; P48426; active = max response of -50% or lower; inconclusive = between -30% and -50%; inactive = -30% or higher; also: value at the top dose of about 77 µM; % is scaled to controls: 0 for no effect and ±100 for the full control effect
#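 Human PI5P4Kalpha with substrate in 0.038 M HEPES pH 7.4, 0.28 mM EGTA, 0.1% CHAPS, 5% DMSO; reaction started with 5 microM ATP (final), 60 min at room temperature. ADP formed read by ADP-Glo luminescence.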
# CCT chaperon mod: modulators of cytosolic chaperonin (CCT/TRiC) activity; 360,000 tested, 0.3% active; purified chaperonin ATPase assay, HTRF ADP detection, 30 min; activity change, % (test concentration not listed), hits read low; in the data active = activity change below about -30%; also: % is scaled to controls: 0 for no effect and ±100 for the full control effect
#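 TRiC (40 or 20 nM final, by batch activity) in 30 mM Tris pH 7.4, 100 mM KCl, 5 mM MgCl2, 1 mM DTT was treated with compound at 76 uM single dose, then 10 uM ATP, 30 min at 37 °C. ADP was read by HTRF Transcreener.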
# WRN helicase inh: blocks human WRN helicase | Q14191 | WRN helicase unwinding, fluorescent forked duplex, kinetic | Potency, µM (doses to about 114 µM), for inactives: at the highest dose activity change, negative = inhibition, usual class: inhibitors | 360,000 tested, 0.46% active; also: potency is read from the fitted curve at half-maximal effect; % is scaled to controls: 0 for no effect and ±100 for the full control effect; nearly all actives have a fitted effect of over 55% in size
#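 WRN at 20 nM final preincubated with compound 15 min at room temperature; reaction started with 100 nM fluorophore/quencher forked duplex oligonucleotide and 2 mM ATP final. Unwinding followed kinetically by red fluorescence (ex 525, em 598 nm).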
# EPAC1 antagonist: EPAC1 (human) antagonism | O95398 | EPAC1 GEF assay, Rap1b-BODIPY-GDP exchange fluorescence | Potency, µM (titrated, usually from 115 µM), without a hit: at the top dose activity change, negative = inhibition, actives largely listed as inhibitors | 360,000 tested, 0.14% active | AID 720709;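 also: potency is read from the fitted curve at half-maximal effect; plate controls were vehicle for no effect and positive control for full effect; nearly all actives have a fitted effect of over 50% in size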
# IL2 activator: activates IL-2 in a cell-based reporter assay. IL-2 activation reporter assay, cell-based qHTS; stimulated with anti-CD3/CD4/CD28 beads; in transgenic mouse T cells. activation, % (series mostly up to about 46 µM). 360,000 tested, 0.065% active. AID 652025; in the data active = activation above about 50%; inconclusive = mostly about 30% to 49%; also: 0% is about no effect
#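 Screening format: compound pinned onto unstimulated transgenic mouse T cells, 60 min incubation, then anti-CD3/anti-CD4/anti-CD28 bead stimulation for 18 hours at 37 degrees C, followed by EGFP and DsRed detection.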
# PLK1 PBD inh: PLK1 (human) polo-box domain binding inhibition; 360,000 tested, 2.8% active; Potency, µM, for inactives: max response, negative = inhibition, usual class: inhibitors; AID 720504; Plk1 PBD binding of FITC phosphopeptide, fluorescence polarization; also: potency is read from the fitted curve at half-maximal effect; series mostly up to about 57 µM; % is scaled to controls: 0 for no effect and ±100 for the full control effect; nearly all actives have a fitted effect of over 65% in size
# Active calls of the source: *; ? = inconclusive; · = not tested or not shown; [ ] = dose if it differs, or a comment. Unless noted, calls follow the shape of the dose curve; as a rule, active = well fitted curve in the direction sought with a large enough effect; inconclusive = small, poorly fitted or top-dose-only effect, or another doubt; inactive = no such curve, though single readings can be large; an effect the other way counts as inactive or inconclusive. The list is partial; the hit share may differ from the screen's.
SMILES,EPAC2 agonist,EPAC1 agonist,PI5P4K alpha inh,CCT chaperon mod,WRN helicase inh,EPAC1 antagonist,IL2 activator,PLK1 PBD inh
COc1ccc(S(=O)(=O)NCC2CCCO2)cc1NC(=O)c1ccc(Cl)cc1 (centres undefined),13%,-44%[inhibitor],-3,-3.5,-6%,-11%,-0.6,-8%
O=C(Nc1nc2ccccc2s1)c1cc(-c2ccco2)nc2ccccc12,9%,25%,-16,1.1,50µM*,-13%,1.2,-22%
Cn1nnc(NC(=O)c2ccc(C(C)(C)C)cc2)n1,6%,-10%,-2,0.7,5%,2%,-4.2,0%
COc1ccccc1-c1nn(-c2ccccc2)cc1C(=O)N1CCN(C(=O)c2ccco2)CC1,12%,-1%,2,2.0,-4%,-5%,-0.3,-9%
CN(C)c1nc(-c2ccccc2)c2cc(Cl)ccc2n1,16%,4%,-6,-0.1,-3%,-10%,-0.6,-9%
COc1ccc(CCNC(=O)c2nnn(-c3ccccc3OC)c2N)cc1OC,1%,-1%,-3,-1.6,5%,-14%,0.8,-1%
O=C(CNC(=O)c1ccc(Cl)cc1Cl)OCc1nc2ccccc2s1,9%,5%,0,-0.6,-11%,7%,-0.6,3%
Cc1cc(NC(=O)CCC(=O)N(CCC(C)C)C(C(=O)NC2CCCC2)c2ccccc2C)no1 (centres undefined),-12%,2%,8,-0.9,2%,-24%,-0.1,-3%
O=C(COc1ccc2c3c(c(=O)oc2c1)CCC3)NC1CCCCC1,-3%,-1%,·,2.4,-1%,30%,0.1,-19%
C/C(CC(=O)Nc1ccc(C)c(Cl)c1)=N\NC(=O)Cc1ccccc1,-9%,7%,9,-1.5,-6%,-11%,-1.0,-9%
CC(C)COc1ccc(C(=S)N2CCCC2)cc1,-4%,7%,1,0.0,-3%,-1%,0.1,-8%
COc1cccc(CNC(=O)CCC2CCCN(C(=O)c3cscn3)C2)c1 (centres undefined),7%,-3%,2,0.8,0%,-13%,0.2,-11%
Cc1ccc(C)c(C(=O)CN2C(=O)NC3(CCCCCCC3)C2=O)c1,-10%,12%,2,-1.5,3%,-2%,-0.8,-2%
COc1ccc(Cl)cc1NC(=O)NCCN1CCNC1=O,1%,-3%,-6,0.8,3%,-16%,-0.3,2%
COC(=O)c1ccccc1NC(=O)C1CC(c2ccc(F)cc2)=NO1 (centres undefined),-8%,15%,·,-0.4,-1%,-1%,5.2,3%
O=C(NCCc1ccccc1F)C1CC(=O)N(c2ccc3c(c2)OCCO3)C1 (centres undefined),-1%,1%,1,-0.1,-2%,12%,-0.7,9%
NC(=S)NNC(=O)Nc1cccc(Cl)c1,3%,8%,-8,-3.4,2%,1%,-1.0,-7%
COc1cccc(-n2cnnc2SCC(=O)NC2CC2)c1,-1%,1%,-2,-0.6,-1%,0%,0.9,2%
CN(Cc1ccc(F)cc1)C(=O)COc1ccc2ccccc2c1,13%,5%,11,-3.4,-32%,-16%,-1.1,-6%
COc1ccc(C(=O)Nn2cnnc2)c(OC)c1,-4%,-6%,-6,1.7,10%,-8%,-1.7,1%
COCCNC(=O)CSc1nc2sccc2c(=O)n1-c1ccccc1,17%,5%,-29,-3.2,-33%,-16%,-0.7,-10%
O=C(NC(=O)N1CCN(C(c2ccccc2)c2ccccc2)CC1)c1ccccc1,-3%,1%,3,-1.7,-3%,-13%,0.5,-5%
Nn1c(SCC(=O)NCC2CCCO2)nnc1-c1cc(Cl)ccc1Cl (centres undefined),9%,9%,2,-1.4,10%,8%,-0.8,-13%
Cc1cccc(NC2=NC(=S)N(c3ccc(C(=O)O)cc3)C23CCCCC3)c1,11%,5%,2,-4.5,-30%,-16%,-0.7,-9%
COc1cccc(NC(=O)c2cc([N+](=O)[O-])ccc2N2CCN(C)CC2)c1,7%,0%,0,-1.9,-3%,10%,-2.2,-2%
# New compounds follow:
SMILES,EPAC2 agonist,EPAC1 agonist,PI5P4K alpha inh,CCT chaperon mod,WRN helicase inh,EPAC1 antagonist,IL2 activator,PLK1 PBD inh
COc1ccc(C(=O)C2CCCN(Cc3ccc4nonc4c3)C2)c(C)c1 (centres undefined),10%,12%,7,-0.7,-2%,-8%,-3.6,0%
CN(C)C(CNC(=O)c1ccc2ccccc2n1)c1ccccc1 (centres undefined),2%,2%,-3,-2.6,-1%,-13%,-0.1,1%
Cc1sc(NC(=O)c2ccc(Cl)s2)c(C(N)=O)c1C,-2%,2%,·,-1.7,-13%,3%,10,?
CC(C)N(C(=O)c1ccc(C(=O)Nc2ccc([N+](=O)[O-])cc2)cc1)C(C)C,2%,4%,-9,-32*,6%,9%,-0.1,-4%
CN(C)c1ccc(C(CNS(=O)(=O)c2ccc([N+](=O)[O-])cc2)N2CCOCC2)cc1 (centres undefined),6%,-1%,7,-0.9,-8%,-10%,-0.2,0%
Cc1ccc(C(=O)OCC(=O)Nc2cccc(S(=O)(=O)NC3=NCCCCC3)c2)c(C)c1,7%,7%,3,-7.8,-3%,7%,0.0,-7%
COc1ccc(C(=O)NC(=S)Nc2cccc3cc(O)ccc23)cc1OC,5%,14%,-30,-0.2,-2%,3%,0.9,?
CSC[C@H]1CN(Cc2ccccc2)C(=O)[C@@H]1CC(=O)Nc1ccccc1,6%,-2%,-3,-1.0,-7%,-4%,-0.6,-4%
CCCCCN(C(=O)CCC(=O)OCC(=O)NCc1cccc(OC)c1)c1c(N)n(CCCC)c(=O)[nH]c1=O,-17%,-5%,-1,0.4,-17%,3%,-1.0,0%
Cc1ccccc1OCCn1ccnc1,12%,6%,1,-0.1,2%,-2%,0.0,6%
CC1(C)N=C(N)N=C(N)N1c1ccc(Oc2ccc(Cl)cc2)c(Cl)c1,9%,-3%,4,-0.8,7%,-7%,-0.2,-7%
CCOc1ccccc1NC(=O)c1ccc2c(O)c(S(=O)(=O)c3ccccc3)c(=O)[nH]c2c1,-2%,-1%,-1,2.3,-8%,2%,1.7,-1%
Cc1ccc(NC(=O)/C(=C\c2ccc([N+](=O)[O-])cc2)NC(=O)c2ccccc2)cc1,-11%,-7%,3,2.6,3%,-7%,-2.1,-2%
Cc1ccc(NC(=S)N(Cc2cccs2)Cc2cc3cc(C)ccc3[nH]c2=O)cc1,11%,9%,9,-2.5,-12%,13%,1.3,-6%
O=C(Oc1c(Cl)cc(Cl)c2cccnc12)c1cccc([N+](=O)[O-])c1,16%,-15%,-1,0.2,4%,-8%,-3.5,-20%
CCOc1ccc(OCC)c(S(=O)(=O)NCc2ccc3c(c2)OCO3)c1,24%,0%,2,-1.1,2%,3%,-2.8,0%
Cn1c(SCC(=O)Nc2ccccc2F)nnc1C1CCCCC1,11%,-26%,-23,0.6,-21%,0%,-0.2,0%
O=C(CC1NCCNC1=O)OCCCc1ccccc1 (centres undefined),0%,-3%,0,-0.2,-2%,-14%,2.4,6%
COc1ccnc(Oc2ccc(F)cc2)c1C(=O)N/C=N/OCc1ccccc1,6%,6%,1,3.2,2%,16%,-1.4,0%
CC(=O)Nc1ccc(NC(=O)CCC(=O)Oc2ccc(C)cc2)cc1,0%,8%,6,0.1,3%,-21%,-0.8,1%
O=C(Nc1ccccc1)/C(=C/c1ccc(O)cc1)NC(=O)c1ccco1,7%,2%,2,-3.0,3%,-8%,0.6,-9%
O=C1C=C(c2ccc(C(=O)O)cc2)C[C@@H](c2ccc(F)cc2)C1,2%,-1%,-21,-1.7,-2%,-14%,-0.2,-5%
C#CCNC(=O)C1=C[C@@H](c2cn(C(C)=O)c3ccccc23)C[C@@H](OCCCCO)O1,7%,4%,-10,-1.5,-4%,-9%,0.2,-7%
O=C(CCN1C(=O)/C(=C/c2ccccc2F)SC1=S)NCCCN1CCOCC1,6%,-6%,0,0.0,-10%,8%,-1.2,-15%
O=C(Nc1cccnc1)c1cc(S(=O)(=O)N2CCCCC2)c(Cl)cc1Cl,3%,-2%,9,-1.8,-8%,?,-0.2,2%

# A run of entries of the results above, as a working copy:
SMILES,EPAC2 agonist,EPAC1 agonist,PI5P4K alpha inh,CCT chaperon mod,WRN helicase inh,EPAC1 antagonist,IL2 activator,PLK1 PBD inh
O=C(Nc1ccccc1)/C(=C/c1ccc(O)cc1)NC(=O)c1ccco1,7%,2%,2,-3.0,3%,-8%,0.6,-9%
O=C1C=C(c2ccc(C(=O)O)cc2)C[C@@H](c2ccc(F)cc2)C1,2%,-1%,-21,-1.7,-2%,-14%,-0.2,-5%
C#CCNC(=O)C1=C[C@@H](c2cn(C(C)=O)c3ccccc23)C[C@@H](OCCCCO)O1,7%,4%,-10,-1.5,-4%,-9%,0.2,-7%
O=C(CCN1C(=O)/C(=C/c2ccccc2F)SC1=S)NCCCN1CCOCC1,6%,-6%,0,0.0,-10%,8%,-1.2,-15%
O=C(Nc1cccnc1)c1cc(S(=O)(=O)N2CCCCC2)c(Cl)cc1Cl,3%,-2%,9,-1.8,-8%,?,-0.2,2%

# (continued)
SMILES,EPAC2 agonist,EPAC1 agonist,PI5P4K alpha inh,CCT chaperon mod,WRN helicase inh,EPAC1 antagonist,IL2 activator,PLK1 PBD inh
CC(Sc1nnc(CN2CCCC2)n1Cc1ccccc1)C(=O)Nc1ccc(F)cc1 (centres undefined),-8%,-4%,-3,1.2,3%,-25%,-2.3,-5%
CCN1CCC(O)(C(C(=O)OC)c2ccccc2)CC1 (centres undefined),6%,1%,-10,-2.3,11%,11%,1.6,-1%
CS(=O)(=O)N1CCN(c2nc3ccccc3s2)CC1,-5%,2%,·,-10,5%,5%,-1.8,-6%
Cc1ccc(CNC(=O)c2cc(Cl)cc(Cl)c2)n1C,5%,7%,2,-0.1,1%,11%,-4.5,-4%
O=C(Nc1nnc(-c2ccc(Cl)s2)o1)C1CCCCC1,11%,-4%,0,-0.5,-3%,-12%,-2.1,-2%
Cc1noc(C)c1COC(=O)CCCc1c[nH]c2ccccc12,-2%,0%,-18,-12,-17%,8%,-0.5,-11%
O=[N+]([O-])c1ccccc1Oc1ncccc1[N+](=O)[O-],-5%,4%,-4,-1.8,-2%,0%,-0.6,-2%
COc1ccc(C)cc1NC(=O)Nc1ccccc1,13%,3%,10,-2.8,-13%,-9%,-0.5,-8%
CC1CCN(CCCNC(=O)c2cn(C)c3ccc(S(=O)(=O)N4CCCC4)cc3c2=O)CC1,-1%,2%,·,0.3,2%,8%,-1.2,-6%
COc1ccccc1CN1CC(C(=O)NCCN(C)CCc2ccccc2)CCC1=O (centres undefined),-4%,-9%,3,0.0,-12%,-23%,-2.4,0%
COC(=O)c1sccc1NC(=O)Nc1ccc(OC)c(OC)c1,0%,-6%,6,-1.1,0%,-2%,1.4,2%
O=C(NCCO)/C(=C/c1cccc([N+](=O)[O-])c1)NC(=O)c1ccco1,12%,6%,0,0.9,-7%,4%,-0.7,-4%

# Assay outcomes as filed in PubChem.
